Bioassay records from PubChem BioAssay.
SR-BI DiI inh: inhibitors of mouse SR-BI mediated HDL lipid uptake; inhibition, % at 12.5 µM; 320,000 tested, 0.96% active; ldlA[mSR-BI] CHO cells, DiI-HDL uptake fluorescence, 3 h; AID 488896;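 active means mean replicate inhibition of at least 70% and a set share of replicates each scoring 70 or more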;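 further: 0% = median of neutral control wells and 100% = median of positive control wells; values of inactives mirror those of a sister screen read the other way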
SR-BI uptake up: activators of SR-BI mediated HDL lipid uptake. CHO ldlA[mSR-BI] cells, DiI-HDL uptake fluorescence, 3 h; 100 = double the neutral-control signal. 320,000 tested, 0.096% active. activation, % at 12.5 µM;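 active means mean replicate activation of at least 60% and every replicate at or above 60%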;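 further: 0% = median plate neutral-control signal and 100% = twice that signal; values of inactives mirror those of a sister screen read the other way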
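Material – SR-BI-overexpressing, LDLR-lacking CHO cells · Medium – BSA-supplemented, HEPES-buffered Ham's F12, pH 7.4 · Doses – single concentration · Times – compound with DiI-HDL co-incubation, 3 h at 37 °C · Measured by – bottom-read fluorescence, 550/595 nm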
PvdQ acylase: blocks Pseudomonas aeruginosa PvdQ acylase activity; 340,000 tested, 0.063% active; AID 488965; inhibition, % at 10 µM; purified PvdQ acylase, fluorescence plate reader; in the data active means inhibition above about 30%, passing the limit was not always enough;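 further: 0% = vehicle neutral wells and 100% = reference inhibitor wells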
PfHsp90 set2: reduces growth (ATP signal) of yeast expressing P. falciparum Hsp90. S. cerevisiae expressing PfHsp90, BacTiter-Glo ATP, 48 h; yeast lacking PDR1 and PDR3 efflux regulators. inhibition, % at 9.4 µM. 310,000 tested, 0.32% active. AID 504621;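 active means every replicate shows inhibition above about 80%, whatever the replicate mean, limit read from the data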;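 further: 0% = DMSO neutral controls and 100% = 20 µM radicicol positive controls; yeast relying on Plasmodium falciparum Hsp90 in place of its own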
MITF TRPM1 HTS: increases MITF-driven TRPM1 promoter luciferase signal | 300,000 tested, 0.75% active | activation, % at 12.5 µM | SK-MEL-5 TRPM1-promoter luciferase, 24 h; % of positive control, neutral wells = 0 | AID 588334;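 active means mean activation of at least 80% with every replicate also reaching 80%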;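 further: 0% = neutral control wells and 100% = parthenolide positive control wells; values of inactives mirror those of a sister screen read the other way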
CAL PDZ FP-1: inhibitors of human CAL PDZ peptide binding; Q9HD26; purified CAL PDZ, TMR-peptide fluorescence polarization, 1 h; inhibition, % at 20 µM; 330,000 tested, 0.02% active; AID 504414;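 active means highest replicate inhibition of at least 40%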;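 further: plate controls were DMSO neutral control wells for no effect and unlabeled competitor peptide control wells for full effect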
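Read-out basis: mP drop reported as inhibition | Assay system: Tagged CAL PDZ protein CerCALP, purified | Benchmarks: Unlabelled peptide for full inhibition, DMSO wells as neutral | Schedule: 1 h incubation at room temperature before polarization reading | Buffer or medium: Sodium phosphate/NaCl buffer pH 7.4 with TCEP, IgG, Thesit | Doses: Single point, 20 µM | Measured by: Fluorescence polarization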
NSD2 HMT inh: inhibitors of human histone methyltransferase NSD2 | O96028 | NSD2 peptide methylation, AlphaScreen, 120 min | 310,000 tested, 0.54% active | inhibition, % at 12.5 µM; in the data active means inhibition above about 50%
dFosB activator: mouse delta FosB homodimer activation; P13346; activation, % at 25 µM; purified delta FosB, TAMRA-CDK5 oligo fluorescence polarization; percent of positive-control signal above neutral wells; 340,000 tested, 0.99% active;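 active means mean activation above about 17%, with every replicate also reaching it, limit read from the data, passing the limit was not always enough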;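 further: fluorescence polarization rise as delta FosB binds a TAMRA Cdk5 AP-1 oligo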
Target sequence (P13346 whole entry, looked up): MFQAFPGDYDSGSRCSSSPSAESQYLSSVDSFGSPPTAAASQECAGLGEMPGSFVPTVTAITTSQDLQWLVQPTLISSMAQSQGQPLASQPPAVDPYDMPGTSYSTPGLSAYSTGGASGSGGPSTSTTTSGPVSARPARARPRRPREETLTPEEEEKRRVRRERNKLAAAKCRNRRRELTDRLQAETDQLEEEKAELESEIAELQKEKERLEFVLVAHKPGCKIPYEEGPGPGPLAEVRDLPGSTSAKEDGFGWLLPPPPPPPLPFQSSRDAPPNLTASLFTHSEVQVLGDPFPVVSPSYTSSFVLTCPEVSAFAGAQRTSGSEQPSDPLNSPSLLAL
CAL PDZ FP-2: inhibitors of human CAL PDZ peptide binding | 300,000 tested, 0.92% active | Q9HD26 | inhibition, % at 24.9 µM | purified CAL PDZ, TMR-peptide fluorescence polarization, 1 h | AID 602252;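 active means mean inhibition of at least 30% with at least half of replicates also reaching 30%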;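 further: 0% = DMSO neutral control and 100% = excess unlabeled competitor peptide PRC23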
Rtt109 HAT inh: blocks Candida albicans Rtt109/Vps75 acetyltransferase activity | inhibition, % at 34.9 µM | 330,000 tested, 0.16% active | purified Rtt109/Vps75, ThioGlo CoA-SH fluorescence, 4 h | Q5AAJ8;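 active means inhibition of at least 50% in every replicate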
Target sequence (Q5AAJ8 whole entry, looked up): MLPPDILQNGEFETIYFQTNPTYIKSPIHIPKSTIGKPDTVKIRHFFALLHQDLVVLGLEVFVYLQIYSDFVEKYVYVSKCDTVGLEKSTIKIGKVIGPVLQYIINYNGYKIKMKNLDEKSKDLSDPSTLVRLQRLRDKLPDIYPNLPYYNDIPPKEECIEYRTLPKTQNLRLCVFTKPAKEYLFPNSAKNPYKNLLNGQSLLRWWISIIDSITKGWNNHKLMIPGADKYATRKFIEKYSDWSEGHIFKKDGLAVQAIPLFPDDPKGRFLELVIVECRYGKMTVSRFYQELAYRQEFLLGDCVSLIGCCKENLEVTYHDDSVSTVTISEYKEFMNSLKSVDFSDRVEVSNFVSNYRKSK
Active calls of the source: *; . = not tested or not shown; & = joins results of further samples. Outcome played no part in choosing rows; 4.3% or so of the library scored in one or more.

SMILES	SR-BI DiI inh	SR-BI uptake up	PvdQ acylase	PfHsp90 set2	MITF TRPM1 HTS	CAL PDZ FP-1	NSD2 HMT inh	dFosB activator	CAL PDZ FP-2	Rtt109 HAT inh
CCCNC(=O)c1ccc2c(=O)c(O)c(-c3ccc(OC)cc3)[nH]c2c1	25	-25	-19	17	-43	-2.3	.	-1	-25	-80
O=C1CCCC2=C1C(c1ccc(Cl)cc1)n1c(s/c(=C\c3ccc4ccncc4c3)c1=O)=N2 (configuration not stated)	59	-59	-1	-6	2	-0.7	1	-8	1	-7
CCOc1ccc(CCNC(=O)c2ccc(C)c(S(=O)(=O)N3CCOCC3)c2)cc1OCC	60	-60	5	4	-7	-0.1	-1	-2	0	-4
O=C(NCCc1ccc(Cl)cc1)C1CCCN1C(=O)NCc1ccccc1 (configuration not stated)	9	-9	-15	10	1	0.3	-1	-4	2	0
Cc1ccnc(NC(=O)Cc2ccc(-c3ccccc3)cc2)c1	12	-12	-14	-42	51	-3.8	2	-11	-2	-3
COc1ccc2c(c1)cc(C(=O)N[C@@H](CCSC)C(=O)N1CCC[C@H]1C(=O)O)n2C	-20	20	-11	-13	-9	-3.2	.	-17	4	0
CC(Cc1cccs1)NC(=S)Nc1ccc(F)cc1 (configuration not stated)	13	-13	0	3	4	-1.9	1	-4	-1	.
CCC1(CC)C(=O)C(C)(C)C(=O)OC1c1ccccn1 (configuration not stated)	-22	22	-10	4	0	-0.4	0	-3	2	0
N#C/C(=N\Nc1ccccc1[N+](=O)[O-])C(=N)N1CCCCC1	5	-5	-2	16	57	-1.0	-1	-6	.	0
Cc1nc2c(cnn2-c2ccccc2)c(=O)n1/N=C/c1ccccc1	0	0	-10	-7	5	-0.6	-3	-10	-4	-16
CCCCNC(=S)Nc1cccc(S(=O)(=O)NC2=NCCC2)c1	8	-8	0	-1	-9	-3.2	-1	-8	-3	31
CCn1c(SCC(=O)NNC(=O)c2ccc(C)cc2)nnc1C1CC1	-9	9	-4	-44	-4	-1.9	-5	-6	5	-1
CC(C)C(C(=O)NCC1CCCO1)N(C(=O)CNS(=O)(=O)c1ccc(F)cc1)c1ccccc1 (configuration not stated)	.	.	-7	19	.	1.0	5	-5	-3	2
O=C(Nc1ccccc1)c1ccc(S(=O)(=O)Nc2cccc(O)c2)cc1	12	-12	-8	-3	-3	-0.7	-1	4	-2	3
CCc1cccc(C)c1NC(=S)NCC(c1cccnc1)N(C)C (configuration not stated)	-15	15	-1	-8	5	-1.6	-2	0	-3	-3
O=C(O)CSCC(=O)N1CCCCC1	-23	23	-4	-12	-5	-3.3	-2	-3	1	-3
CCCCCC(O)c1cccc(OCc2ccc3ccccc3n2)c1 (configuration not stated)	16&-11	-16&11	-6&7	-34	-20	-0.3	.	-13	3	7&10
CCOc1cccc2sc(N(CCN(CC)CC)C(=O)c3ccc(S(=O)(=O)N4CCCCC4)cc3)nc12	-3	3	-10	15	-21	-2.9	4	0	-1	-13
CC1(C)CC(=O)C2=C(C1)OC(N)=C([N+](=O)[O-])C2c1cccs1 (configuration not stated)	-7	7	-1	-5	0	-0.6	-2	0	-4	1
Cc1ccc(S(=O)(=O)NCCSc2nncn2C)cc1	-11	11	-11	19	1	-0.4	4	-8	-2	-4
CCOC(=O)C1=NN(c2ccccc2C)C2=NC(C)=C(C(=O)OC)C(c3cccc(OC)c3)N12 (configuration not stated)	15	-15	-4	18	-8	-2.3	3	-9	-4	10
CNC(=O)c1sc2nc(-c3ccc(OC)cc3)cn2c1C	10	-10	-2	-9	50	-1.4	.	2	2	-1
CCOc1ccccc1N(CC(=O)Nc1ccc(S(=O)(=O)N2CCCC2)cc1)S(C)(=O)=O	1	-1	-11	6	3	-2.4	19	-23	22	-11
CCOc1ccc(CCNC(=O)CCc2nc(-c3ccc(C)cc3)no2)cc1OCC	29	-29	3	-5	.	-0.3	.	-4	.	-4
COCCn1nnnc1C(c1cccs1)N1CCN(c2cccc(C(F)(F)F)c2)CC1 (configuration not stated)	6	-6	-1	7	-2	-1.3	-2	-6	-2	-1

Full records as entered above. Order of screens: SR-BI DiI inh, SR-BI uptake up, PvdQ acylase, PfHsp90 set2, MITF TRPM1 HTS, CAL PDZ FP-1, NSD2 HMT inh, dFosB activator, CAL PDZ FP-2, Rtt109 HAT inh
`CCn1c(SCC(=O)NNC(=O)c2ccc(C)cc2)nnc1C1CC1` as listed: -9, 9, -4, -44, -4, -1.9, -5, -6, 5, -1
`O=C(O)CSCC(=O)N1CCCCC1` as listed: -23, 23, -4, -12, -5, -3.3, -2, -3, 1, -3

A few values from the entries so far:
N#C/C(=N\Nc1ccccc1[N+](=O)[O-])C(=N)N1CCCCC1 – Rtt109 HAT inh: 0
CCCCCC(O)c1cccc(OCc2ccc3ccccc3n2)c1 (configuration not stated) – dFosB activator: -13

Pulled by structure from the entries so far, 4 records:
SMILES	SR-BI DiI inh	SR-BI uptake up	PvdQ acylase	PfHsp90 set2	MITF TRPM1 HTS	CAL PDZ FP-1	NSD2 HMT inh	dFosB activator	CAL PDZ FP-2	Rtt109 HAT inh
CCOc1ccc(CCNC(=O)CCc2nc(-c3ccc(C)cc3)no2)cc1OCC	29	-29	3	-5	.	-0.3	.	-4	.	-4
CCCCCC(O)c1cccc(OCc2ccc3ccccc3n2)c1 (configuration not stated)	16&-11	-16&11	-6&7	-34	-20	-0.3	.	-13	3	7&10
CC1(C)CC(=O)C2=C(C1)OC(N)=C([N+](=O)[O-])C2c1cccs1 (configuration not stated)	-7	7	-1	-5	0	-0.6	-2	0	-4	1
CCOC(=O)C1=NN(c2ccccc2C)C2=NC(C)=C(C(=O)OC)C(c3cccc(OC)c3)N12 (configuration not stated)	15	-15	-4	18	-8	-2.3	3	-9	-4	10

The listing picks up; the 2 compounds before the break are reprinted first.
SMILES	SR-BI DiI inh	SR-BI uptake up	PvdQ acylase	PfHsp90 set2	MITF TRPM1 HTS	CAL PDZ FP-1	NSD2 HMT inh	dFosB activator	CAL PDZ FP-2	Rtt109 HAT inh
CCOc1ccc(CCNC(=O)CCc2nc(-c3ccc(C)cc3)no2)cc1OCC	29	-29	3	-5	.	-0.3	.	-4	.	-4
COCCn1nnnc1C(c1cccs1)N1CCN(c2cccc(C(F)(F)F)c2)CC1 (configuration not stated)	6	-6	-1	7	-2	-1.3	-2	-6	-2	-1
O=C(NC1CCN(Cc2ccccc2)CC1)c1ccc(Oc2cc(Cl)cc(Cl)c2)o1	48	-48	-10	-8	0	-0.1	-3	12	-15	-9
O=C(NCC(c1ccco1)N1CCc2ccccc21)c1cccc(F)c1 (configuration not stated)	1	-1	1	-3	-2	0.5	3	1	-1	-6
COc1ccc(NC(=S)N2CCC(C(=O)c3ccc(F)cc3)CC2)c(OC)c1	37	-37	2	-20	5	-3.5	1	-6	-3	11
CC(OC(=O)c1ccc2c(=O)n3c(nc2c1)CCCCC3)C(=O)Nc1ccc(F)cc1Cl (configuration not stated)	1	-1	-15	-33	-1	-0.1	-5	3	3	-1
Cc1cccc(NC(=O)CNC(=O)CN2C(=O)NC3(CCCc4ccccc43)C2=O)c1C (configuration not stated)	-29	29	-13	.	-8	-2.5	0	1	-5	0
COc1ccc(Oc2cccc(Cl)c2CNC(=O)CSCC(=O)O)cc1	-19	19	-17	-7	5	0.3	0	3	-5	8
CCC(CC)c1nnc(NC(=O)C2CC(=O)N(c3ccc4c(c3)OCCO4)C2)s1 (configuration not stated)	-15	15	-3	-5	8	-1.8	-3	-13	-1	-1
CC(C)(O)C(=O)NN(C(=O)c1ccccc1)c1cccc(Br)c1	-10	10	0	-5	-3	-0.5	-1	1	1	2
Cc1[nH]c(C)c(S(=O)(=O)N2c3ccccc3CC2C)c1C(=O)N1CCCCC1 (configuration not stated)	-6	6	-19	-5	-5	-1.2	7	-7	-2	2
CC(C(=O)Nc1cccc(S(=O)(=O)N2CCOCC2)c1)N1CCN(c2ccc(F)cc2)CC1 (configuration not stated)	6	-6	-12	-18	-1	-0.7	3	-13	-5	1
CCN(CC)S(=O)(=O)c1ccc(S(=O)(=O)Nc2c(C)nn(C)c2C)cc1	-9	9	-11	-9	-19	-0.6	1	-3	.	-8
C=CCNc1oc(-c2cccs2)nc1C#N	-10	10	-20	9	2	0.1	2	-2	-5	6
CCNC(=S)N1CCN(c2nc(-c3ccc(F)cc3)cs2)CC1	21	-21	-3	3	.	1.1	-2	-7	-4	0
O=C(NCc1cn2ccsc2n1)c1cccc(C(F)(F)F)c1	3	-3	11	2	-18	0.7	-2	8	16	7
CN(C)c1cccc(F)c1C(=O)NC(=O)Nc1ccc(Cl)cc1	12	-12	-1	-19	.	-1.0	0	-5	-3	-1
CCOC(=O)c1noc(C)c1C(=O)Nc1nc(C)cc(C)n1	-9	9	-8	-15	6	-0.5	1	7	1	-5
Cc1cccc(N2CCN(S(=O)(=O)c3ccc4[nH]c(=O)ccc4c3)CC2)c1C	-18	18	1	-39	.	-5.4	.	-1	.	-13
O=[N+]([O-])c1ccccc1OCCN1CCOCC1	5	-5	-16	10	8	-0.1	1	5	-3	3
CCOc1ccc(C(=O)C[n+]2ccccc2C)cc1	-21	21	-13	-15	-2	-1.1	-3	-6	.	3
Cc1cccc(C(=O)Nc2sc3c(c2C#N)CCCCC3)c1	.	.	11	5	89*	-1.3	-2	2	-4	14
CC(C)CCn1c(SCC(=O)N2CC(=O)Nc3ccccc32)nc2scc(-c3cccs3)c2c1=O	6	-6	-17	-4	-3	-0.7	-1	-12	4	0
COc1ccc(CNn2c(-c3ccccc3F)nc3ccccc3c2=O)cc1OC	43	-43	-1	24	-6	-1.9	14	-4	-3	-1
COc1ccc(NS(=O)(=O)c2cc(NC(=O)c3ccco3)ccc2N2CCCC2)cc1	3	-3	-2	-19	6	-0.5	0	2	-5	10
CC1CC(C)CN(c2oc(-c3ccccc3F)nc2C#N)C1 (configuration not stated)	.	.	-16	-29	.	-0.8	-1	-11	-4	-1
COc1ccc(NC(=O)CN2CCCCC2)c([N+](=O)[O-])c1	-9	9	-3	-1	35	-0.7	16	-4	-3	-7
CSc1ncc2ncn(C3OC(CO)C(O)C3O)c2n1 (configuration not stated)	.	.	-12	-8	-6	-1.4	.	1	-3	0
CSC1=NCCN1C(=O)Cc1ccc(Cl)cc1	.	.	-10	-13	10	-0.4	.	-11	0	12
CCOc1ccc2ccccc2c1C(=O)N1CCOCC1	3	-3	-17	-3	3	-0.5	-6	-4	1	-16
